mIDH1 inhibitor – qHTS for Inhibitors of mutant isocitrate dehydrogenase 1 (IDH1): qHTS. IDH1-R132H enzyme, NADPH consumption, diaphorase/resazurin fluorescence. Potency, µM (doses to about 76.6 µM), without a hit: at the top dose activity change, negative = inhibition, usual class: inhibitors. 0.093% of 390,000 active; further: potency means the concentration at half of the fitted maximal effect; on the % scale 0 is the no-effect control and ±100 the full control effect; nearly all actives have a fitted effect of over 65% in size
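IDH1-R132H (0.5 ug/mL) preincubated 30 min with compound, then NADPH (0.016 mM) and alpha-KG (2 mM) added; 80 min at RT, pH 7.5. Remaining NADPH coupled via diaphorase/resazurin to fluorescence (540/590 nm); concentration-response curves normalized to no-enzyme control.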
USP1 inh – Inhibitors of USP1/UAF1: Primary Screen; recombinant USP1/UAF1, Ub-Rhodamine cleavage fluorescence; Ubiquitin carboxyl-terminal hydrolase 1 (Homo sapiens), O94782; AID 743255, 2014; Potency, µM (titrated, usually from 57.1 µM), for the others: at the highest dose activity change, negative = inhibition, actives largely listed as inhibitors; 0.23% of 390,000 active; further: potency means the concentration at half of the fitted maximal effect; on the % scale 0 is the no-effect control and ±100 the full control effect; nearly all actives have a fitted effect of over 60% in size; inactives centre near -12
Target sequence (O94782 whole entry, looked up): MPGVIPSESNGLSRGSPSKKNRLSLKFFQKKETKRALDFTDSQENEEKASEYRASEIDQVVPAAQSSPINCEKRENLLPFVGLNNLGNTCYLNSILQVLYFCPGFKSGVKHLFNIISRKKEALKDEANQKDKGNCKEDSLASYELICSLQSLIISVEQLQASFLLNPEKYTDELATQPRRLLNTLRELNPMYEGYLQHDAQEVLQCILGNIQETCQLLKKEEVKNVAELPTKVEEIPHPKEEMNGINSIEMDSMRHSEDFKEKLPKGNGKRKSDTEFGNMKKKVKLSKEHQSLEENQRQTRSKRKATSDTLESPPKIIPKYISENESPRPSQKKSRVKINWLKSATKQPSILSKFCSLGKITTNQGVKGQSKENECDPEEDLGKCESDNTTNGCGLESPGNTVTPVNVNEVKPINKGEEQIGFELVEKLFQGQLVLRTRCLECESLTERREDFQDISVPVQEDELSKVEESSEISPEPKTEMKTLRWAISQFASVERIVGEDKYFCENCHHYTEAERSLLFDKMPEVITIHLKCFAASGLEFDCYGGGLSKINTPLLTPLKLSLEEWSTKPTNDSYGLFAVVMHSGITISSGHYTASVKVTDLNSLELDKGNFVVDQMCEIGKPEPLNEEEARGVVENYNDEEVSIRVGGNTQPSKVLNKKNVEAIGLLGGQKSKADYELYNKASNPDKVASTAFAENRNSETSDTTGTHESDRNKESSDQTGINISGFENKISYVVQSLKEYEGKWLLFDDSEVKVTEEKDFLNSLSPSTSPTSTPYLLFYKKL
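USP1/UAF1 complex (1 nM) preincubated 15 min at room temperature with compound, then Ub-Rho substrate (150 nM final) added. Kinetic fluorescence at 480/540 nm over 6 reads at 60 s intervals; 50 mM HEPES pH 7.8, 0.5 mM EDTA, 0.1 mg/ml BSA, 1 mM TCEP, 0.01% Tween-20.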
PI4K2A inh – qHTS for small molecular inhibitors of PI4K2A; Phosphatidylinositol 4-kinase type 2-alpha (Homo sapiens), Q9BTU6; purified PI4K2A, ADP-Glo luminescence, 1 h; stronger effect = lower value; activity change, negative = inhibition, % at 76.9 µM; 0.13% of 420,000 active; in the data active means activity change below about -50%; inconclusive means mostly about -30% to -49%;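 further: -100% = wells without enzyme as full effect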
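In this quantitative HTS, ADP production by PI4K2A was quantified luminescently after 1 h at ambient temperature; 100 microM adenosine served as plate-quality control.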
D2 antagonist – HTS Assay for Allosteric Antagonists of the Human D2 Dopamine Receptor: Primary Screen for Antagonists; 2% of 340,000 active; inhibition, % at 10 µM; HEK293 TREx D2 cells, calcium flux, dopamine EC80; D(2) dopamine receptor (Homo sapiens), P14416; in the data active means inhibition above about 30%; further: 0% is about no effect
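Tetracycline-induced HEK293 TREx cells expressing D2 receptor forced-coupled to calcium signalling, loaded with no-wash calcium dye. Compounds added and calcium flux read 180 s, then dopamine added at EC80 and read a further 180 s.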
TRHR ag – qHTS for Small Molecule Agonists and Allosteric Enhancers of Human TRH Receptor: Primary Screen for Agonists; activation, % at 2 µM; Thyrotropin-releasing hormone receptor (Homo sapiens), P34981; TRHR cells, calcium flux fluo-8, FDSS agonist mode; AID 493084, 2011; 0.18% of 360,000 active; in the data active means activation above about 30%; further: 0% is about no effect
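Read-out: compound-evoked intracellular calcium rise in TRHR cells, fluo-8 dye, kinetic FDSS fluorescence at 1 s/cycle following a 10-cycle baseline. Cells cultured overnight before dye loading (30 min–1.5 h, RT).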
TrxR1 substrate – qHTS Assay for Substrates of Mammalian Selenoprotein Thioredoxin Reductase 1 (TrxR1): qHTS. 0.01% of 390,000 active. Thioredoxin reductase 1, cytoplasmic (Rattus norvegicus), O89049. Potency, µM (doses to about 114 µM), for the others: at the top dose activity change, negative = substrate turnover. purified TrxR1 substrate turnover, NADPH consumption readout; further: potency means the concentration at half of the fitted maximal effect; on the % scale 0 is the no-effect control and ±100 the full control effect; nearly all actives have a fitted effect of over 50% in size
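Rat TrxR1, dispensed at 90 nM, was prereduced with 400 uM NADPH (final) for 5 min at ~22 deg C, then incubated with compound 15 min before 400 uM selenite. A first-read NADPH fluorescence drop versus no-compound background flagged substrates.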
TRHR enhancer – qHTS for Small Molecule Agonists and Allosteric Enhancers of Human TRH Receptor: Primary Screen for Enhancers; TRHR cells, fluo-8 calcium fluorescence, EC20 TRH enhancement; enhancement, % at 2 µM; Thyrotropin-releasing hormone receptor (Homo sapiens), P34981; 0.66% of 360,000 active; in the data active means enhancement above about 30%; further: 0% is about no effect
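Enhancer read-out: after compound pinning and an initial kinetic agonist-mode read, an EC20 of TRH (10 nM final) was injected and fluo-8 calcium signal (Ex 480/Em 530) followed at 1 s/cycle for 100 cycles in TRHR-expressing cells.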
D2 agonist – HTS Assay for Allosteric Agonists of the Human D2 Dopamine Receptor: Primary Screen for Agonists; D(2) dopamine receptor (Homo sapiens), P14416; 0.53% of 340,000 active; AID 485358, 2010; HEK293 T-REx D2 cells, calcium flux agonist mode; activation, % at 2 µM;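 active means activation over 3 SD above normal in the single-dose calcium agonist read, cut at about 30% in these data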; further: 0% is about no effect
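Agonism is scored from calcium flux in a force-coupled, inducible HEK293 cell line expressing D2, read kinetically for 180 s after compound addition against dopamine controls.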
rTrxR1 inhibitor – qHTS Assay for Inhibitors of Mammalian Selenoprotein Thioredoxin Reductase 1 (TrxR1): qHTS | recombinant rTrxR1, NADPH fluorescence consumption, selenite substrate | Potency, µM (series often up to 114 µM), without a hit: top-dose activity change, negative = inhibition, actives largely listed as inhibitors | 1% of 390,000 active | AID 588453, 2011; further: potency means the concentration at half of the fitted maximal effect; on the % scale 0 is the no-effect control and ±100 the full control effect; nearly all actives have a fitted effect of over 65% in size
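Rat TrxR1 (90 nM in the dispensed reagent) was pre-reduced with 400 uM NADPH for 5 min at room temperature, then incubated with compound for 15 min. After 400 uM selenite was added, NADPH fluorescence (Ex 340/Em 450 nm) was followed for 8 min.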
The depositor's hits bear a star; ? = inconclusive; · = no result given; & = joins results of further samples; [ ] = remark or other dose. Unless noted, the call rests on the fitted dose curve; in most records, active means well fitted inhibition curve with a large enough effect; inconclusive means small, poorly fitted or top-dose-only effect; inactive means no such curve, though single readings can be large or run the other way.

SMILES	mIDH1 inhibitor	USP1 inh	PI4K2A inh	D2 antagonist	TRHR ag	TrxR1 substrate	TRHR enhancer	D2 agonist	rTrxR1 inhibitor
CCN(CC)S(=O)(=O)c1ccc(/C=C/C(=O)OCC(=O)Nc2ccc(S(N)(=O)=O)cc2)cc1	3%	-20%	-6	-5	-0.5	3%[57.1 µM]	10	-2.6	-3%[57.1 µM]
COc1ccc2c(c1)-c1nc(/N=C/c3c(O)ccc4ccccc34)sc1CC2	20%	-25%	-2	3	0.2	6%	3	-0.6	0%
O=C(O)COc1ccccc1/C=N/NC(=O)CSc1nc2ccccc2s1	-3%	-22%	-3	15	-0.8	4%	-3	-0.7	5%
CCOc1ccc(N(CC(=O)NC2CCCCC2)C(=O)CSc2nnc(COc3ccccc3)o2)cc1	9%	-10%	5	-17	0.7	-12%	-2	0.9	2%
COc1ccc(C2(C)NC(=O)N(CC(=O)NC(C)c3ccc(CC(C)C)cc3)C2=O)cc1 (stereo unspecified)	-1%	-13%	-1	-5	0.2	-12%	1	-1.0	8%
CC/C(C)=N\Nc1nc(-c2cc3cc(OC)ccc3oc2=O)cs1	1%	-28%	-7	-15	-0.2	-8%	4	-0.1	-17%
Cc1cc(C(=O)NCCc2ccc(S(N)(=O)=O)cc2)no1	10%	-15%	0	2	0.3	-1%	3	0.5	-2%
N#C/C(=C\c1ccc(-c2ccc([N+](=O)[O-])cc2)o1)C(=O)Nc1nc(-c2cccs2)cs1	0%	-6%	-2	13	0.6	16%[57.1 µM]	-4	-0.5	38%[57.1 µM]
Cc1ccccc1NC(=S)NCc1ccc2[nH]c3c(c2c1)CCCC3	-2%	?	-7	-3	-0.9	0%	3	-0.3	-8%
CCc1cccc(NC(=O)CN(c2ccc(OC)cc2)S(=O)(=O)c2c(C)n[nH]c2C)c1	-3%	-21%	-2	-7	-0.1	-9%	6	0.4	-11%
O=C1CCCC2=C1C(c1ccco1)Nc1ccc(C(=O)c3ccccc3)cc1N2 (stereo unspecified)	8%	-22%	-18	3	-1.1	-8%	0	-0.3	-33%
COC(=O)C1=NN(c2ccccc2)C2(S1)S/C(=C\c1ccccc1)C(=O)N2c1ccccc1 (stereo unspecified)	2%	-1%	-4	-4	1.3	-6%	3	-0.7	11%
CS(=O)(=O)c1ccc2nc(NC(=O)c3ccc(Cl)nc3)sc2c1	11%	-14%	0	8	0.0	-7%	0	0.0	-1%
NNC(=O)c1ccc(Cn2cc(Cl)cn2)cc1	5%	-2%	1	-8	-0.2	-7%	-3	-0.1	-6%
CC(OC(=O)C1CC1C)C(=O)Nc1ncc(Cl)cc1Cl (stereo unspecified)	0%	-21%	-1	17	0.0	3%[57.1 µM]	-4	0.7	4%[57.1 µM]
CCCN1C(=O)/C(=C/c2ccc(N3CCOCC3)cc2)NC1=S	3%	?	-1	1	48*	-7%	13	24	5%
CCOc1cc(C=O)ccc1OS(=O)(=O)c1ccc(NC(C)=O)cc1	-10%	-11%	4	18	0.5	-2%	1	0.3	17%
O=C(CNc1n[nH]c(=O)[nH]c1=O)N/N=C/C=C/c1ccccc1	2%	-24%	-1	-19	0.7	1%	-2	0.3	12%
CC(=O)c1ccc(NC(=O)c2cc(C)nn2-c2ccccc2)cc1	·	-16%	2	·	0.0	-2%	4	-0.1	14%
CN(C)c1ccc(/C=N\Nc2nc(-c3ccccc3)cc(=O)[nH]2)cc1	-12%	-23%	-15	-26	1.7	5%	8	1.3	29%

Single values from above:
COc1ccc2c(c1)-c1nc(/N=C/c3c(O)ccc4ccccc34)sc1CC2 | PI4K2A inh = -2
O=C(CNc1n[nH]c(=O)[nH]c1=O)N/N=C/C=C/c1ccccc1 | D2 agonist = 0.3

Next compounds follow:
SMILES	mIDH1 inhibitor	USP1 inh	PI4K2A inh	D2 antagonist	TRHR ag	TrxR1 substrate	TRHR enhancer	D2 agonist	rTrxR1 inhibitor
N#CCC(=O)Nc1ccc(C(=O)NNC(=S)NC2CC2)cc1	9%	-4%	2	12	0.4	-3%	9	0.0	-13%
Cc1cc(C)nc(NS(=O)(=O)c2cccs2)c1	3%	1%	3	-8	0.8	-9%	1	0.7	?
Cc1ccc(N2CCN(C(=O)CCc3c(C)nc4c(c3C)c(=O)n(C)c(=O)n4C)CC2)c(C)c1	-7%	?	-1	·	-0.4	3%	-7	-0.2	28%
Cc1cccc(-n2c(Cc3cc(=O)[nH]c(=O)[nH]3)nnc2SCC(=O)N2CCc3ccccc32)c1	5%	-6%	-13	-8	1.4	-6%	4	-0.1	-2%
Cc1ccccc1N1C(S)=C(C#N)C(=O)NC12CCCCC2	12%	-2%	-1	-7	0.0	-9%	6	-2.2	?
Cn1c(=O)oc2cc(S(=O)(=O)CCC(=O)N3CCN(c4ccccc4F)CC3)ccc21	-8%&0%	-12%&-1%	4&-15	-10	0.2&0.7	4%&4%	5&-10	0.0&-0.7	20%&29%
Cc1ccc2cc(NC(=O)c3ccccc3)ccc2n1	32%[activator]	-11%	-11	4	-0.8	1%	5	-0.7	0%
O=C(NNc1cccc(Cl)n1)Nc1cccc(Cl)c1	8%	-22%	0	3	-0.5	8%	6	0.6	28%
COc1ccc(C(=O)NCC(=O)N=Nc2c(O)n(Cc3ccccc3)c3ccccc23)cc1OC	2%	-11%	2	3	-0.6	-13%[57.1 µM]	1	0.3	11%[57.1 µM]
Cc1ccc([C@H]2C(C(=O)O)=CC[C@@H](c3cccc(Cl)c3)N2S(=O)(=O)c2ccc(C)cc2)cc1	-6%[38.3 µM]	-20%	-3	·	·	-6%	·	·	8%
COc1ccc(S(=O)(=O)N2CCOCC2)cc1NC(=O)c1ccc(-n2nc(C)cc2C)cc1	-1%	-8%	5	5	-1.4	15%	1	-2.1	15%
CCC(C)NC(=O)CC(c1ccc(OC)cc1)n1cccc1 (stereo unspecified)	1%	-14%	2	12	-0.6	0%	7	-0.8	1%
CCOC(=O)c1c(S(=O)(=O)NCC(=O)N2CCN(c3cccc(OC)c3)CC2)c(C)n(C)c1C	-6%	-11%	-3	-1	-0.6	-6%	0	-0.4	0%
COc1ccccc1NC(=O)Cn1c(=O)n(Cc2nc(C)no2)c(=O)c2cc3c(cc21)OCO3	-4%	?	-1	·	0.6	7%	0	1.0	9%
CC1Cc2nc(SCC(=O)NCc3ccco3)n(-c3ccccc3)c(=O)c2S1 (stereo unspecified)	8%	-15%	0	1	-0.2	3%[57.1 µM]	1	-0.4	?
O=C(/C=C/c1cccc(C(F)(F)F)c1)OCC(=O)N1CCN(c2ccccc2)CC1	-2%	-23%	0	·	·	4%	·	·	17%
CCOC(=O)c1ccc(NC(=O)C2CCCN(S(=O)(=O)c3cnc[nH]3)C2)cc1 (stereo unspecified)	-7%	2%	-3	-15	-0.8	-12%	8	-1.4	-23%
COc1ccc(CCC(=O)Nc2nnc(C(F)(F)F)s2)cc1	0%	-26%	0	3	-0.9	5%	-4	-0.5	24%
CC(NC(=O)COC(=O)/C=C/c1cccc(C(F)(F)F)c1)c1ccccc1 (stereo unspecified)	14%	-11%	6	0	-0.4	-10%[57.1 µM]	-4	1.3	18%[57.1 µM]
C=CCSc1nc2ccccc2n1Cc1nnc(-c2cccs2)o1	17%	-14%	-3	-14	-0.5	7%	8	1.2	-4%

Four compounds already listed, arranged by the number in USP1 inh, falling.
compound	USP1 inh
Cc1cc(C)nc(NS(=O)(=O)c2cccs2)c1	1%
CCOc1ccc(N(CC(=O)NC2CCCCC2)C(=O)CSc2nnc(COc3ccccc3)o2)cc1	-10%
CS(=O)(=O)c1ccc2nc(NC(=O)c3ccc(Cl)nc3)sc2c1	-14%
CN(C)c1ccc(/C=N\Nc2nc(-c3ccccc3)cc(=O)[nH]2)cc1	-23%

Next section
SMILES	mIDH1 inhibitor	USP1 inh	PI4K2A inh	D2 antagonist	TRHR ag	TrxR1 substrate	TRHR enhancer	D2 agonist	rTrxR1 inhibitor
CCN(CC)CCNC(=O)CCn1c(=O)c2cccn2c2cccnc21	-5%	-18%	5	·	0.2	12%	10	1.8	13%
CCc1ncc(C)nc1CC	-3%	-25%	3	-7	-0.7	6%	1	0.2	18%
CCOc1ccc(S(=O)(=O)N(CC(=O)NCCSc2ccc(C)cc2)c2ccccc2)cc1	-4%	-21%	2	·	0.4	-1%	5	1.4	7%
c1nc(NCc2ccc3c(c2)OCO3)c2cc(-c3ccoc3)ccc2n1	·	·	-4	·	0.9	1%	-3	·	-5%
CC(C)(C)c1ccc(-c2nc3cc(NC(=O)c4cccc(Br)c4)ccc3o2)cc1	3%	-2%	0	·	1.2	1%	0	0.8	-2%
CCc1nc(NCCCN2CCOCC2)c2oc3ccccc3c2n1	3%	-8%	-5	-13	-0.1	1%	-11	-1.9	6%
Cc1ccc(NC(=O)C2CCN(C(=O)c3ccco3)CC2)cc1	2%	-5%	2	-7	0.2	9%[57.1 µM]	11	5.8	27%[57.1 µM]

Compound activity (PubChem)

The order is random. About 3.9% of those tested had a hit in this group.
